BAZ2B block – BAZ2B (human) inhibition; Potency, µM (doses to about 114 µM), without a hit: top-dose activity change, negative = inhibition, actives largely listed as inhibitors; actives 4.4% (n = 360,000); AID 504333; AlphaScreen BAZ2B-H3K14Ac peptide displacement; Q9UIF8; note: potency is the fitted concentration of half-maximal effect; % is set by controls: 0 for no effect and ±100 for the full control effect; nearly all actives have a fitted effect of over 60% in size
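AlphaScreen displacement of biotin-H3(5-23)K14Ac peptide (50 nM final) from BAZ2B (50 nM final) in PBS pH 7.4, 0.01% Tween-20; complex preformed 30 min RT, then compounds (top 110 uM) 30 min RT, beads 20 min dark.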
G9a block – inhibitors of human histone lysine methyltransferase G9a | Q96KQ7 | G9a H3K9 monomethylation, AlphaScreen, 2 h | Potency, µM (series often up to 102 µM), without a hit: top-dose activity, negative = inhibition, usual class: inhibitors | actives 8.8% (n = 350,000) | AID 504332; note: potency is the fitted concentration of half-maximal effect; % is set by controls: 0 for no effect and ±100 for the full control effect; nearly all actives have a fitted effect of over 75% in size
Target sequence (Q96KQ7 913-1193 limits assumed): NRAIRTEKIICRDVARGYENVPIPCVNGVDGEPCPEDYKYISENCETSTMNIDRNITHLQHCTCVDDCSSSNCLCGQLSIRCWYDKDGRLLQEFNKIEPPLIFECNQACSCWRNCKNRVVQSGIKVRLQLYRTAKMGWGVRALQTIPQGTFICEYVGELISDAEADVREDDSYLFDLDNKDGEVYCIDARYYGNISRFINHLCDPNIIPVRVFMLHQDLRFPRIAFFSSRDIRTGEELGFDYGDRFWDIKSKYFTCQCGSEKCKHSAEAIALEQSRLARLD
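Readings reflect AlphaScreen signal from monomethyl-H3K9 antibody detection. HMT at 20 nM; substrate b-H3K9 500 nM; cofactor SAM 20 uM; 2 h RT reaction; compounds tested as titrations in qHTS with 15 min preincubation.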
Tb PGK inh – T. brucei PGK inhibition; PGK/GAPDH coupled, Kinase-Glo luminescence, 60 min; Potency, µM (highest dose often 57.5 µM), inactives show top-dose activity change, negative = inhibition, most hits filed as inhibitors; P07378; actives 0.043% (n = 380,000); AID 602233; note: potency is the fitted concentration of half-maximal effect; % is set by controls: 0 for no effect and ±100 for the full control effect; nearly all actives have a fitted effect of over 60% in size
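Recombinant glycosomal PGK reaction used 1,3-bisphosphoglycerate generated in-well by GAPDH (100nM final) in 100mM TEA pH 7.6, 5mM MgCl2, 0.01% Tween-20. After 60 minutes at room temperature, ATP was read by Kinase-Glo Plus luminescence end-point.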
POLH inh – DNA polymerase eta (human) inhibition; actives 1.2% (n = 390,000); Potency, µM (doses to about 114 µM), for inactives: at the highest dose activity change, negative = inhibition, usual class: inhibitors; recombinant Pol eta, fluorescent DNA replication assay; Q9Y253; note: potency is the fitted concentration of half-maximal effect; % is set by controls: 0 for no effect and ±100 for the full control effect
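Pol eta (10 nM) was preincubated with compounds for 15 min at room temperature, after which fluorescent replication substrate (50 nM final) was added to start the reaction. Fluorescence was read kinetically at 0 and 10 min.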
PI4K2A inh – PI4K2A (human) kinase inhibition; Q9BTU6; purified PI4K2A, ADP-Glo luminescence, 1 h; stronger effect = lower value; activity change, negative = inhibition, % at 76.9 µM; actives 0.13% (n = 420,000); AID 1346378; in the data active = activity change below about -50%; inconclusive = mostly about -30% to -49%;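 note: -100% = wells without enzyme as full effect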
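Compounds are screened against recombinant PI4K2A using PI as substrate and ATP, the latter dispensed at 300 microM. Reactions run one hour at ambient temperature before ADP-Glo detection; full inhibition defined by wells lacking enzyme.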
HP1b binding inh – blocks HP1-beta chromodomain binding to methylated histone tails; actives 0.56% (n = 390,000); Potency, µM (titrated, usually from 114 µM), inactives show top-dose activity change, negative = inhibition, hits mostly inhibitors; P83916; AlphaScreen HP1-beta / biotin-H3K9me3 peptide binding; note: potency is the fitted concentration of half-maximal effect; nearly all actives have a fitted effect of over 70% in size; inactives centre near 23
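HP1-beta protein (50 nM final) preincubated 30 min at room temperature with biotinylated H3(1-18)K9me3 peptide (50 nM) in PBS pH 7.4, 0.01% Tween-20, then compound added for 30 min. AlphaScreen streptavidin donor/nickel chelate acceptor beads (10 ug/mL final), 30 min dark, luminescence read.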
GLS inh – glutaminase GLS (human) inhibition. actives 0.21% (n = 410,000). GLS enzymatic activity, qHTS titration. Potency, µM (series often up to 45.5 µM), for inactives: at the top dose activity change, negative = inhibition, most hits filed as inhibitors. O94925; note: potency is the fitted concentration of half-maximal effect; % is set by controls: 0 for no effect and ±100 for the full control effect
Target sequence (O94925 whole entry, looked up): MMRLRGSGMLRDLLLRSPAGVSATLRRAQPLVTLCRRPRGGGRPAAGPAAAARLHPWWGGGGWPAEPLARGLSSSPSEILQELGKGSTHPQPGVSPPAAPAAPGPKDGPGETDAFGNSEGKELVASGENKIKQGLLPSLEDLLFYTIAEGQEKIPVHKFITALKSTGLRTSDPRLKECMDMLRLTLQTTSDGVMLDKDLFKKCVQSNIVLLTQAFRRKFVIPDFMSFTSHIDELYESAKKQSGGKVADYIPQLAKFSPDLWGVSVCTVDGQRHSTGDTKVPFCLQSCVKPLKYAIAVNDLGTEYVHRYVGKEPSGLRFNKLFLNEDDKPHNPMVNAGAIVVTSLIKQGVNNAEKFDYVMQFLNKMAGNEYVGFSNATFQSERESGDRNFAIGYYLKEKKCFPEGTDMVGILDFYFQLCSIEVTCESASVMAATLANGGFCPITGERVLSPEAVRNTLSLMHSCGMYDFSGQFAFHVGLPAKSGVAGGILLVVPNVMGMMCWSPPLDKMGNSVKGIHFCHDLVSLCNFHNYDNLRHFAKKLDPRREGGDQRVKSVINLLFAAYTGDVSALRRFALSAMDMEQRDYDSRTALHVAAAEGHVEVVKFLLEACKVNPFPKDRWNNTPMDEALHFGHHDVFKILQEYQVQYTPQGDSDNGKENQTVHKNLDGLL
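Compounds were pin-transferred onto hKGA, after which L-glutamine (1 mM solution) and a detection mix of glutamate oxidase, HRP and Amplex Red were added. Initial and 30 min RT fluorescence reads were collected.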
Pin1 inh – human Pin1 inhibition; Pin1 FP peptide displacement, HiFluor488, 10 min; Potency, µM (titrated, usually from 115 µM), for inactives: at the top dose activity, negative = inhibition, actives largely listed as inhibitors; Q13526; actives 0.009% (n = 390,000); active = well fitted inhibition curve with a large enough effect in the polarisation, with a control signal flat, not every such curve was filed as active; inconclusive = small, poorly fitted or top-dose-only effect, or effect the other way, or a change in a side signal; inactive = no such curve, though single readings can be large or run the other way; the % refers to the polarisation; note: potency is the fitted concentration of half-maximal effect; % is set by controls: 0 for no effect and ±100 for the full control effect
JMJD2A Tudor – JMJD2A Tudor domain (human) inhibition; Potency, µM (series often up to 114 µM), for inactives: at the top dose activity change, negative = inhibition, usual class: inhibitors; AlphaScreen JMJD2A-Tudor / H3K4me3 peptide binding; actives 4.4% (n = 390,000); note: potency is the fitted concentration of half-maximal effect; % is set by controls: 0 for no effect and ±100 for the full control effect; nearly all actives have a fitted effect of over 50% in size
An asterisk follows results filed as active; i = inactive; ? = inconclusive; / = not tested or not shown; [ ] = another dose, or the depositor's remark. Unless noted, calls come from the whole dose curve; as a rule, active = well fitted curve in the direction sought with a large enough effect; inconclusive = small, poorly fitted or top-dose-only effect, or another doubt; inactive = no such curve, though single readings can be large; an effect the other way counts as inactive or inconclusive. Only part of the results is shown (hit frequency here may not be typical).

SMILES	BAZ2B block	G9a block	Tb PGK inh	POLH inh	PI4K2A inh	HP1b binding inh	GLS inh	Pin1 inh	JMJD2A Tudor
COc1ccc(NC(=O)CNc2cccc(S(=O)(=O)N3CCCCCC3)c2)c([N+](=O)[O-])c1	6%	17%[59 µM]	i	-14%	-1	-17%	3%	-10%	?
CC(=O)Oc1ccc(CCC(C)OC(C)=O)cc1 (stereo not drawn)	0%	7%[59 µM]	-1%	5%	4	18%	0%	-6%	-9%
CCc1cccc(C)c1NC(=O)COC(=O)c1c2c(nc3ccccc13)/C(=C\c1cccs1)CCC2	-3%	36%[59 µM]	-10%	-19%	5	56%	-4%	?	20%
O=C(CSc1oc(-c2ccccc2)nc1S(=O)(=O)c1ccc(Cl)cc1)NC1CCCCC1	-2%	?	-4%	-8%	-2	23%	-2%	11%	-17%
CCCOc1ccccc1/C=C1\SC(N2CCCCC2)=NC1=O	6%	-10%[0.501 µM]	0%	-5%	0	23%	12%	0%	-23%
CCOc1ccc(C(=O)Nc2cc(C)ccn2)cc1	1%	?	?	-18%	-72*	-3%	?	-1%	13µM*
CCOc1cc(C2C3=C(CCCC3=O)Nc3nc(C(=O)OC)nn32)ccc1OC (stereo not drawn)	-4%	/	-2%	-1%	-1	13%	28%	-1%	-2%
CCOC(=O)CC1Sc2ccccc2NC1=O (stereo not drawn)	-5%	10µM*	i	-9%	3	36%[activator]	-5%	-8%	0%
CC1Cc2cc(-c3csc(NC(=O)Cc4ccccc4)n3)ccc2N1S(C)(=O)=O (stereo not drawn)	6%	5%[12.7 µM]	-8%	-6%	-1	2%	-5%	14%	-22%
CCCCOc1ccc(CSCCN=C(N)N)cc1	?	/	-6%	-13%	-5	-3%	?	-5%	-8%
CC(=O)N1CCOc2ccc(S(=O)(=O)N3CCC(C(=O)Nc4ccc(C)cc4)CC3)cc21	-2%	37%[activator]	8%	-7%	0	20%	-3%	-10%	-4%
CCN(CC)S(=O)(=O)c1ccc2c(c1)N(CC(=O)Nc1c(C)cc(C)cc1C)C(=O)CS2	2%	8%[59 µM]	-1%	-9%	-2	39%[activator]	5%	42%[activator]	4%
C#CCn1c(C)cc(C)c(S(=O)(=O)c2ccccc2)c1=O	1%	7%	8%	-3%	-3	18%	3%	-1%	-4%
Nc1nc(Cl)c2ncn(C3OC(CO)C(O)C3O)c2n1 (stereo not drawn)	8%	-2%[12.7 µM]	-7%	-2%	1	22%	-5%	-8%	9%
O=C(CCSCc1ccccc1F)NCc1cccs1	-4%	-1%[59 µM]	1%	0%	6	23%	14%	-1%	-5%
Cc1ccc2nc(SC(C)C(=O)N3CC(C)OC(C)C3)[nH]c2c1 (stereo not drawn)	-1%	-29%	8%	-3%	-1	44%[activator]	-7%	-1%	-2%
Cc1ccc(Nc2nc(C(=O)NCCCN3CCOCC3)cs2)cc1	9%	89µM*	-3%	-2%	1	12%	12%	?	?
CC(/C=C/C=C/c1ccccc1)=N\NC(=O)c1cccnc1	3%	66%[activator][59 µM]	2%	7%	2	24%	0%	2%	-10%
[N-]=[N+]=NC1c2ccccc2C(=O)N1Cc1ccccc1 (stereo not drawn)	0%	10%[0.501 µM]	i	-14%	-12	41%[activator]	-1%	-9%	0%
CCc1ccc(NC(=O)c2cnc3sc(N4CCCC4)nn3c2=O)cc1	-10%	29%[59 µM]	3%	-10%	-6	4%	2%	3%	-10%
CCCCN(CCCC)c1nc(-c2ccncc2)nc2ccccc12	16%	191%[activator]	-5%	-10%	-3	136%[activator]	0%	-10%	77%[activator]
CCOc1ccccc1N1CCN(CC(=O)c2c(N)n(C)c(=O)n(C)c2=O)CC1	2%	22%	i	-12%	2	25%	0%	0%	-11%
CC(=O)Oc1ccccc1C(=O)Oc1ccc(/C=N/n2cnnc2)cc1	14%	?	i	-10%	8	39%	0%	-6%	-1%
Cc1cccnc1NC(=O)c1cccc(S(=O)(=O)N2CCN(c3ccc(F)cc3)CC2)c1	-30%	7%	i	-6%	4	7%	2%	-6%	-34%
O=[N+]([O-])c1ccc(F)c(N=Cc2ccc(Br)s2)c1	1%	7%[59 µM]	-2%	-1%	-3	16%	11%	8%	-6%
CNC(=S)N(CCc1c(C)[nH]c2ccc(C)cc12)Cc1cccs1	/	45µM*	8%	-9%	-1	-4%	6%	?	?
CC(Oc1ccccc1)C(=O)Nc1oc(-c2ccco2)c(-c2ccco2)c1C#N (stereo not drawn)	?	28µM*	-8%	20µM*	1	1%	2%	?	?
N#Cc1ccc(S(=O)(=O)NC2CCN(Cc3ccccc3)CC2)cc1	-3%	3%[59 µM]	0%	-2%	-4	-5%	11%	-1%	-9%
Cc1ccc(NC(=O)COC(=O)CN2CCCCCC2=O)c(C)c1	7%	-3%[59 µM]	i	-14%	0	53%[activator]	-3%	-7%	-4%
CC(C)c1ccc(NC(=O)C2CCCCC2C(=O)O)cc1 (stereo not drawn)	-6%	25%[12.7 µM]	-1%	-14%	5	40%[activator]	-2%	4%	-2%
COc1ccccc1CNC(=O)c1cc(-c2ccccc2)nn1CC1CC(c2cccnc2)=NO1 (stereo not drawn)	/	/	4%	-13%	0	58%[activator]	3%	0%	-24%
Cc1ccccc1C(=O)N=c1sccn1C	4%	17%[12.7 µM]	-2%	-2%	-4	20%	-1%	2%	-10%
CCCCC(=O)NCCc1ccc(S(N)(=O)=O)cc1	-2%	11%[12.7 µM]	-5%	-13%	4	53%[activator]	-8%	-2%	-8%
C/C=C/C(=O)OCC(=O)Nc1ccc(SC(F)F)cc1	2%	-4%	3%	-19%	1	44%[activator]	-5%	5%	8%
COc1ccc(NC(=O)CN2C(=O)NC(CC(C)C)C2=O)cc1S(=O)(=O)N1CCOCC1 (stereo not drawn)	7%	5%[2.33 µM]	i	1%	-3	57%[activator]	-2%	-11%	-13%
O=C(Nc1ccc(CN2CCS(=O)(=O)CC2)cc1)c1ccc(Cl)cc1	0%	/	-9%	-18%	0	16%	4%	-4%	-6%
COc1ccc(CNC(=O)Cc2cccs2)cc1	-7%	/	7%	-17%	-3	25%	0%	-2%	-2%
CCOC(=O)CN/C=C(\C#N)c1ccc(F)cc1	-15%	-3%	-1%	-17%	14	30%	0%	0%	-17%
O=C(NC(NNc1ccc([N+](=O)[O-])cc1)(C(F)(F)F)C(F)(F)F)c1ccc(F)cc1	?	13µM*	-4%	-13%	-2	?	-3%	14%	?
Cc1ccc(NC(=O)C2CC(=O)n3c(nc4ccccc43)N2)cc1C (stereo not drawn)	5%	-2%[59 µM]	-2%	-15%	-4	16%	-12%	57%[activator]	0%
CCN1CCN(c2ncc(C(=O)N3CCN(c4ccccc4OC)CC3)c3ccccc23)CC1	/	/	2%	-4%	-16	31%	4%	2%	-9%
CCOC(=O)c1c(C)oc2nc(C)nc(N3CCN(c4ccccc4F)CC3)c12	-15%[57.1 µM]	-32%[59 µM]	3%	-20%	0	2%	3%	-6%	-18%
Cc1cc(C)n(C(=O)CCC(=O)Nc2ccc(C)c(C)c2)n1	8%	7%[59 µM]	-7%	-6%	3	48%[activator]	-18%	-2%	1%
CCOC(=O)c1cnc(SCC(=O)Nc2cc(OC)ccc2OC)nc1N	?	-28%[59 µM]	i	?	-4	27%	7%	?	-34%
CC1=C(C(N)=O)C(c2cccc(O)c2)n2nc(CCCO)nc2N1 (stereo not drawn)	-1%	-15%	-4%	-7%	0	31%	12%	-1%	-17%
CC1=NN(C(=O)c2ccc(Cn3ccc([N+](=O)[O-])n3)cc2)C(O)(C(F)(F)F)C1 (stereo not drawn)	6%	28%[59 µM]	-8%	-16%	-3	33%	-1%	4%	-6%
O=C(COC(=O)c1ccc(Cl)c(S(=O)(=O)N2CCCCCC2)c1)Nc1ccccc1	7%	-2%[59 µM]	-4%	-22%	2	8%	0%	18%	-11%
C=CCn1c(N)cc(=O)nc1SCC(=O)Nc1ccc(C(=O)OC)cc1	-17%	14%	-6%	-22%	1	19%	2%	0%	-7%
COc1ccc(N(C(=O)CCC(=O)Nc2cc(C)on2)C(C(=O)NC2CCCC2)c2ccco2)cc1 (stereo not drawn)	-21%	-4%	5%	-18%	-3	6%	-3%	4%	-16%[11.4 µM]
COc1cccc(C(=O)N2CCc3cc(OC)c(OC)cc3C2COc2ccc3c(C)cc(=O)oc3c2)c1 (stereo not drawn)	4%	7%[59 µM]	i	-15%	2	30%	3%	-3%	0%
COc1cc(C(=O)NC2CCN(Cc3ccccc3)CC2)cc(Cl)c1OC(C)C	1%	-12%	i	-17%	1	-1%	2%	0%	-21%
O=C(CCn1cnc(-c2ccccc2)c1-c1ccccc1)N/N=C/c1ccc(O)cc1	?	?	i	-23%	-5	?	15%	-4%	25µM*
Cc1ccccc1C1NC(=O)Cc2ccccc21 (stereo not drawn)	-4%	29%[59 µM]	-2%	-1%	3	5%	7%	-1%	1%

Screens from PubChem BioAssay.
